Source: PubChem (The Scripps Research Institute Molecular Screening Center)
FBW7 act: activators of human E3 ligase FBW7 | Q969H0 | AlphaScreen FBW7–phospho-cyclin E peptide binding, activator screen | normalized activity (activation), % at 26.1 µM | 650,000 compounds, 0.13% hits | AID 1259310; in the data active means normalized activity above about 1.9%;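 further: purified mutant Fbw7 with reduced substrate affinity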
TEAD-YAP block: TEAD-YAP interaction inhibition; HEK-TIYL cells, TEAD-Gal4/YAP UAS-luciferase luminescence; inhibition, % at 9.12 µM; 640,000 compounds, 1.4% hits; AID 1259422; in the data active means inhibition above about 32%;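 further: 0% = median of test compound wells and 100% = reference inhibitor wells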
MITF primary: blocks human microphthalmia-associated transcription factor. O75030. AlphaScreen MITF homodimerization, bead proximity signal. inhibition, % at 2.6 µM. 650,000 compounds, 0.91% hits. AID 1259374; in the data active means inhibition above about 50%;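 further: 0% = vehicle wells with protein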
Target sequence (O75030 whole entry, looked up): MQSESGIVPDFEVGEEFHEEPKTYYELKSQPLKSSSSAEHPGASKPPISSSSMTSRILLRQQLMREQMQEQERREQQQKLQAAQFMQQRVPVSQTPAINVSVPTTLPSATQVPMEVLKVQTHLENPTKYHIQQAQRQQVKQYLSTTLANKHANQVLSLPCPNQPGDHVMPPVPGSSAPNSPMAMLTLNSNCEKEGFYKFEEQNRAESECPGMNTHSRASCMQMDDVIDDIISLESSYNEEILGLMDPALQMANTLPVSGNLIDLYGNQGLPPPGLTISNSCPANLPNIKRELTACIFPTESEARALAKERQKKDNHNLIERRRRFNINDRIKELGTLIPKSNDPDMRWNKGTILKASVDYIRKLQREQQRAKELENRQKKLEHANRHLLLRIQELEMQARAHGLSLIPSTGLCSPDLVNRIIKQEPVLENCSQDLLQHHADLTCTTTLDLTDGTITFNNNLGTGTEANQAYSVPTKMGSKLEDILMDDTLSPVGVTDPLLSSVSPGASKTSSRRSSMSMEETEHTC
GPR151 ag: activates the human receptor GPR151; PathHunter beta-arrestin GPR151 cells, luminescence; activation, % at 11.2 µM; 650,000 compounds, 1% hits; AID 1508602; in the data active means activation above about 4.9%;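 further: 0% = median of compound wells and 100% = cells with positive control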
Target sequence (Q8TDV0 whole entry, looked up): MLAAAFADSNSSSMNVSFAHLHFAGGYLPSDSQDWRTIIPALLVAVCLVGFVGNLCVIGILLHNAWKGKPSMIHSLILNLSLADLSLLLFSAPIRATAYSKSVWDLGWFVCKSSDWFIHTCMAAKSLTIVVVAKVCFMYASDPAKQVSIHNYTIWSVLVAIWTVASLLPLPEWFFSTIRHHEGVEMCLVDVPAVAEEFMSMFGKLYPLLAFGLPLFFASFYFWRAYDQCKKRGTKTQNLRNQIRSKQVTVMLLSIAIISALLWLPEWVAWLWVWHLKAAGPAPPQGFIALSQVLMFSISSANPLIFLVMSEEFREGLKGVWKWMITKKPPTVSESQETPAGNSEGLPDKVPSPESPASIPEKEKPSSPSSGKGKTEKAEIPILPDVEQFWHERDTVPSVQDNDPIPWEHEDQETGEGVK
Numbers without * were called inactive.

mol	FBW7 act	TEAD-YAP block	MITF primary	GPR151 ag
Clc1ccc2c(c1)C1CC(c3ccc4ccccc4c3)=NN1C(c1ccncc1)O2 (centres undefined)	0.2	-13	5	-0.4
CCOC(=O)Cc1csc(NC(=O)Cc2ccc([N+](=O)[O-])cc2)n1	-0.1	-19	4	-1.6
CCOC(=O)C1(CC2CCCCO2)CCN(S(=O)(=O)c2ccc(C)cc2C)CC1 (centres undefined)	0.2	1	14	-0.3
COc1ccc(NC(=O)/C(C#N)=C\c2ccc(CNS(=O)(=O)c3ccccc3)o2)cc1	0.3	-87	8	0.9
COc1ccc(OCC(=O)N2CCN(S(=O)(=O)c3ccccc3[N+](=O)[O-])CC2)cc1	-0.2	-7	-14	-0.9
Cc1ccc(Nc2nnc(-c3cc4cc(Cl)ccc4oc3=O)s2)cc1	0.3	3	-4	0.5
O=C1C(Cl)=C(Nc2ccccc2O)C(=O)N1c1cccc(Cl)c1	0.0	-9	-5	-1.5
CC(Oc1ccc(Cl)cc1Cl)C(=O)Nc1nccs1 (centres undefined)	-0.1	-28	1	0.2
Clc1ccc(C(c2nnnn2C2CCCC2)N2CCSCC2)cc1 (centres undefined)	-0.1	3	-6	0.5
O=C(Nc1ccccc1Br)N1CCSc2ccccc21	-0.2	-1	-6	0.8
CC(=O)OC(C)(C#CCN1CCCC1)C(C)(C)C (centres undefined)	0.0	12	9	-1.0
CCOc1cc(C2C(C#N)=C(N)Oc3c2c(C)nn3-c2ccccc2)ccc1OCC(N)=O (centres undefined)	-0.3	13	10	-0.6
Cc1nc(C(=O)N2CCCC(CNS(=O)(=O)c3cccs3)C2)cs1 (centres undefined)	-0.1	2	-2	-0.5
CC(C)NC(=O)C1CCC(Cn2c(=O)c3sccc3n(Cc3ccccc3)c2=O)CC1 (centres undefined)	0.1	5	6	-0.1
Cc1cc(C)cc(N(CC(=O)NCCSc2nc3ccccc3s2)S(=O)(=O)c2ccccc2)c1	-0.1	13	3	0.1
CCOC(=O)c1c(C)n(-c2ccccc2)c2ccc(OC(=O)c3ccc(S(=O)(=O)N4CCOCC4)cc3)cc12	0.0	1	14	0.0
CC(=O)Nc1ccc(Nc2nc3ccccc3n3nnnc23)cc1	-0.1	38*	5	0.0
O=C(Nc1ccc(Oc2ccc([N+](=O)[O-])c3cnccc23)cc1)c1ccco1	0.1	39*	19	-2.1
CCOC(=O)c1c(C)n(C)c2ccc(OCC(O)CNCCCO)cc12 (centres undefined)	-0.2	-11	22	0.7
CCOC(=O)C(NC(=O)N1CCCCC1)(c1ccccc1)C(F)(F)F (centres undefined)	0.0	7	-13	0.1
CC(=O)c1ccc(N(CN2C(=O)c3ccc(Br)cc3C2=O)C(C)=O)cc1	0.1	-56	5	-0.3
COc1ccc(C(=O)N2CCN(C(C)C)CC2)cc1	-0.1	17	34	-1.1
CCNC(=O)CN(c1ccc(Oc2ccccc2)cc1)S(=O)(=O)c1ccccc1	0.4	5	14	0.4
O=C(C1Sc2nnc(-c3ccccc3)n2NC1c1ccc(F)cc1)N1CCOCC1 (centres undefined)	0.0	-2	-13	-0.6
CCn1c(CSc2nc3ccccc3n2C)nc2ccccc21	-0.9	-9	-2	-0.5
CCOC(=O)c1sc2nc3c(c(-c4cccs4)c2c1N)CCCCC3	-1.1	1	-7	-0.5
CCNc1nc(NCC)nc(OCCNS(=O)(=O)c2ccc(C)cc2)n1	0.6	-5	-16	-0.6
O=C(Nc1ccc(S(=O)(=O)Nc2ncccn2)cc1)c1ccco1	-0.2	6	-8	0.2
COc1ccc(OC)c(C(=O)c2ccc(C(=O)N3CCCCCC3)cc2)c1	0.0	1	-4	-1.6
CC(C)=C/C(C)=N/NS(=O)(=O)c1cccc([N+](=O)[O-])c1	0.2	11	10	1.4
O=C(Nc1ccccc1)OCC1CCCO1 (centres undefined)	0.1	-35	3	11*
O=C1NC(=O)NC(c2ccc(Cl)cc2)N1	-0.2	9	-1	0.5
COc1cccc(CC2(CO)CCN(Cc3cnc(C)[nH]3)CC2)c1	0.0	4	-3	0.1
Fc1ccc(C(CNc2nnnn2-c2ccccc2)N2CCOCC2)cc1 (centres undefined)	-0.2	1	-10	-1.3
CCOC(=O)C1CCCN(C(=O)N(C)C)C1 (centres undefined)	0.1	10	4	-0.1
NC(=O)[C@@H]1CCCN1C(=O)c1cc(COc2ccc(F)cc2F)on1	-0.1	-4	3	-3.4
N/C(=N\OC(=O)c1ccc([N+](=O)[O-])cc1)c1ccc(Cl)cc1	0.0	2	4	1.3
N#Cc1c(NC(=O)c2cc3ccccc3oc2=O)sc2c1CCC2	0.2	1	17	0.1
COc1cccc(-c2nc(C(N)=O)c3[nH]c(=O)n(CCc4ccccc4)c3n2)c1	-0.1	3	4	0.4
O=C1C(Cl)=C(NCC2CCCO2)C(=O)N1c1cccc(Cl)c1Cl (centres undefined)	0.1	18	7	-0.7

Filtered by structure, those above containing bromine (2)
mol	FBW7 act	TEAD-YAP block	MITF primary	GPR151 ag
O=C(Nc1ccccc1Br)N1CCSc2ccccc21	-0.2	-1	-6	0.8
CC(=O)c1ccc(N(CN2C(=O)c3ccc(Br)cc3C2=O)C(C)=O)cc1	0.1	-56	5	-0.3

Following part
mol	FBW7 act	TEAD-YAP block	MITF primary	GPR151 ag
CCOC(=O)COc1ccc2c(C)cc(=O)oc2c1	0.0	-1	-1	-0.6
CCC(=O)N1CCc2cc(S(=O)(=O)N(CC)c3ccccc3)ccc21	0.2	-5	2	-0.4
COc1ccc(C(CCO)N2Cc3ccccc3C2)cc1 (centres undefined)	-0.2	-1	3	-0.3
Cc1ccc(-n2cc(C(=O)Nc3ccc(C)c(F)c3)c3ccccc3c2=O)cc1C	0.0	9	12	1.6
CCOc1cccc(C(=O)NC(=S)Nc2ccccn2)c1	0.0	22	-25	-0.5
CCOc1cccc(N2C(=O)NC(=O)/C(=C\c3ccc(N4CCCC4)c(F)c3)C2=O)c1	0.0	4	1	-1.2
Cc1ccccc1Nc1nc2nonc2nc1Nc1c(C)n(C)n(-c2ccccc2)c1=O	-0.2	1	5	1.1
CCOc1ccc(NC(=O)CN(C)S(=O)(=O)c2ccc(C)cc2)cc1	-0.1	3	2	1.0
O=C(O)CCCCCN1C(=O)C(=O)/C(=C(/O)c2ccc(F)cc2)C1c1ccccc1[N+](=O)[O-] (centres undefined)	-0.1	9	11	0.2
Cc1ccc(NC(=O)COc2cccc(Cl)c2)cc1C	0.1	11	24	-0.3
Cc1ccc(NC(=O)c2cnn(-c3ccccc3)c2NC(=O)c2ccccc2C)cc1	-0.2	-6	0	0.0
N#Cc1ccc(OCC(O)CN2CCC(Cc3ccccc3)CC2)cc1 (centres undefined)	0.2	5	16	-1.6
COc1cccc(CN=c2c([N+](=O)[O-])nn(-c3ccc(Cl)cc3)n2O)c1	-0.2	-24	-13	-1.2
Nc1nc(NCc2nc3ccccc3[nH]2)cc(N2CCc3ccccc3C2)n1	0.0	-2	-4	0.8
O=C(Nc1cccc(-c2nc3ncccc3o2)c1)c1cccc(Br)c1	0.0	4	14	1.0
CCOc1ccc(N2CC(C(=O)NNC(=O)c3ccc(F)cc3)CC2=O)cc1 (centres undefined)	-0.3	-2	0	0.2
CCOc1ccc2c(-c3cc4cccc(OC)c4oc3=O)cc(=O)oc2c1	-0.3	2	-10	0.7
C/C(=N\Nc1ccccc1Cl)c1ccc(O)cc1	0.6	-8	16	0.0
NC(=O)c1nc(-c2ccccc2F)nc2c1[nH]c(=O)n2-c1ccc(Cl)cc1	0.7	2	-13	-0.9
Cc1nc(N2C(=O)C(=O)/C(=C(/O)c3ccc(Cl)cc3)C2c2ccco2)sc1C (centres undefined)	-0.3	-14	0	-0.3

Laid out differently: results already given
CCOc1cccc(C(=O)NC(=S)Nc2ccccn2)c1
  FBW7 act: 0.0; TEAD-YAP block: 22; MITF primary: -25; GPR151 ag: -0.5

Cc1ccccc1Nc1nc2nonc2nc1Nc1c(C)n(C)n(-c2ccccc2)c1=O
  FBW7 act: -0.2; TEAD-YAP block: 1; MITF primary: 5; GPR151 ag: 1.1

O=C(Nc1cccc(-c2nc3ncccc3o2)c1)c1cccc(Br)c1
  FBW7 act: 0.0; TEAD-YAP block: 4; MITF primary: 14; GPR151 ag: 1.0

As entered above:
TEAD-YAP block result of `CCOc1ccc2c(-c3cc4cccc(OC)c4oc3=O)cc(=O)oc2c1` : 2
FBW7 act result of `C/C(=N\Nc1ccccc1Cl)c1ccc(O)cc1` : 0.6
MITF primary result of `CCC(=O)N1CCc2cc(S(=O)(=O)N(CC)c3ccccc3)ccc21` : 2

Other results:
Each structure is followed by: FBW7 act, TEAD-YAP block, MITF primary, GPR151 ag
> O=[N+]([O-])c1cc(S(=O)(=O)Nc2ccc3oc4c(c3c2)CCCC4)ccc1Cl
    0.0, 5, -12, 0.3
> O=[N+]([O-])c1cc(S(=O)(=O)N2CCCCC2)ccc1Sc1cccc[n+]1[O-]
    -0.6, 25, -8, 0.7
> COc1ccc(C2C(C#N)=C(N)N(c3ncn[nH]3)C3=C2C(=O)CC(C)(C)C3)cc1OC (centres undefined)
    -0.1, -11, -10, 2.6
> COCCn1c(C)cc(C(=O)CSc2nc(C)cc(C)c2C#N)c1C
    0.4, -1, -9, -0.3
> Cc1ccc(C(=O)Nc2cccc(C(F)(F)F)c2)cc1
    0.0, -52, -11, -0.2
> O=C(Nc1cccc([N+](=O)[O-])c1)C1COc2ccccc2O1 (centres undefined)
    0.3, -11, 15, -0.5
> CC(C)CNC(=O)C(=O)Nc1ccc(Cl)cc1
    0.7, -20, 13, -0.5
> COc1ccc(NC(=O)C=C(C)C)cc1Cl
    -0.2, -45, 0, -7.1
> Cc1csc(C(O)(Cc2n[nH]c(=O)c3ccccc23)C(F)(F)F)n1 (centres undefined)
    0.2, 14, 6, 1.0
> O=S(=O)(Nc1ccc(Br)cc1)c1cccc2ccccc12
    0.0, 5, -5, 1.6
> CCc1ccccc1N(CC(=O)NCCOC)C(=O)CCC(=O)Nc1nccs1
    0.1, 4, 11, 1.0
> COc1cccc(CC2=NOC(C(=O)N3CCN(c4ccccc4Cl)CC3)C2)c1 (centres undefined)
    0.1, -39, 8, 1.2
> COc1cc([N+](=O)[O-])cc2c1NC(c1ccccc1)C1CC=CC21 (centres undefined)
    -0.6, -2, 1, -0.2
> CCC(=O)N1CCc2cc(Br)cc(S(=O)(=O)NCCN3CCOCC3)c21
    0.1, 2, 10, 0.7
> Cc1c(C(C)C)c(N2CCN(c3ccccn3)CC2)n2c(nc3ccccc32)c1C#N
    0.0, 4, 5, -0.9
> Cc1cccc(N2C(=O)c3ccc(Oc4ccc(NC(=O)CCS(=O)(=O)c5ccc(Br)cc5)cc4)cc3C2=O)c1
    0.5, -11, -1, -1.0
> Cc1ncn(-c2ccc(Nc3ncc(F)c(-c4cnn(C)c4)n3)cc2)n1
    -0.3, 1, -13, -0.5
> C[n+]1ccccc1/C=C1\Sc2ccccc2N1CCO
    -0.2, 13, 6, 0.4
> Cc1cc(N(C)C)nc(NCCNC(=O)Nc2ccc(F)c(Cl)c2)n1
    0.0, 14, 0, -1.2
> Cc1ccc(-c2c(NCc3ccc(N(C)C)cc3)c(=O)c2=O)cc1
    -0.1, -3, -3, 1.9
> CC(=O)c1ccc(N2CCN(CC(=O)Nc3ccccc3Br)CC2)cc1
    -0.2, 5, 6, 0.4
> CN(Cc1ccccc1)C(=O)c1cc2ncc(Br)cn2n1
    0.2, -4, 3, 1.5
> COc1ccc(N(C(=O)C(F)(F)F)C(C(=O)NC2CCCCC2)c2ccncc2)cc1 (centres undefined)
    -0.1, -17, 2, 0.2
> Cc1cc(Br)ccc1NC(=O)CCS(=O)(=O)c1cccc2nonc12
    0.1, 5, 17, -1.1
> CC(C)=CC(=O)Nc1nnc(-c2cccnc2)s1
    1.2, 6, 9, -0.6
> Cc1c(NC(=O)Nc2cccc(Cl)c2)cccc1[N+](=O)[O-]
    0.3, -11, 27, 1.0
> Cc1cccc(C)c1OCC(=O)N/N=C/c1cccc(O)c1
    0.2, 17, 16, -0.6
> O=C1CC(c2nc3ccccc3[nH]2)CN1c1ccccc1Cl (centres undefined)
    -0.2, -7, 9, 0.7
> O=P(O)(C1Cc2ccccc2C1)C(O)c1ccco1 (centres undefined)
    -0.1, 4, 9, 0.0
> COc1cc2c(cc1OC)/C(=C/C(=O)Nc1c(C)cc(C)cc1C)NC(C)(C)C2
    0.0, -33, 4, 0.7
> Cc1ccc2onc(CC(=O)NCCCOC(C)C)c2c1
    0.0, -2, -2, -1.6
> CC1(C)CC(=O)C2=C(C1)OC1=C(C(=O)CC(C)(C)C1)C2c1cccnc1
    -0.2, -3, 0, 0.1
> CCCNC(=O)CCc1nc(-c2ccccc2F)no1
    0.0, -14, 7, -0.9
> CC(OC(=O)c1cccs1)C(=O)NC(N)=O (centres undefined)
    -0.1, -2, 0, 2.6
> O=C(Nc1ccccc1F)Nc1ccccc1NC(=O)c1ccccc1Cl
    0.1, 4, -2, 0.3

Pulled by compound from the entries so far:
Each structure is followed by: FBW7 act, TEAD-YAP block, MITF primary, GPR151 ag
> Cc1c(NC(=O)Nc2cccc(Cl)c2)cccc1[N+](=O)[O-]
    0.3, -11, 27, 1.0
> CC(=O)OC(C)(C#CCN1CCCC1)C(C)(C)C (centres undefined)
    0.0, 12, 9, -1.0

Outcome played no part in choosing rows, and some 3.4% of all compounds hit somewhere here.
